IDE inh – cellular human IDE inhibition; P14735; HEK cells, FAbetaB cleavage, fluorescence polarization; inhibition, % at 5.59 µM; 320,000 compounds, 0.41% hits;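 active = percent inhibition above the average of all tested compounds plus 3 SD, set per screening campaign, cut at about 16% in these data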;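 note: IDE supplied by intact live HEK cells; FP after avidin binding of uncleaved biotin substrate so inhibition keeps polarization high; 0% = DMSO wells and 100% = 60 µM reference IDE inhibitor Ii1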
Target sequence (P14735 whole entry, looked up): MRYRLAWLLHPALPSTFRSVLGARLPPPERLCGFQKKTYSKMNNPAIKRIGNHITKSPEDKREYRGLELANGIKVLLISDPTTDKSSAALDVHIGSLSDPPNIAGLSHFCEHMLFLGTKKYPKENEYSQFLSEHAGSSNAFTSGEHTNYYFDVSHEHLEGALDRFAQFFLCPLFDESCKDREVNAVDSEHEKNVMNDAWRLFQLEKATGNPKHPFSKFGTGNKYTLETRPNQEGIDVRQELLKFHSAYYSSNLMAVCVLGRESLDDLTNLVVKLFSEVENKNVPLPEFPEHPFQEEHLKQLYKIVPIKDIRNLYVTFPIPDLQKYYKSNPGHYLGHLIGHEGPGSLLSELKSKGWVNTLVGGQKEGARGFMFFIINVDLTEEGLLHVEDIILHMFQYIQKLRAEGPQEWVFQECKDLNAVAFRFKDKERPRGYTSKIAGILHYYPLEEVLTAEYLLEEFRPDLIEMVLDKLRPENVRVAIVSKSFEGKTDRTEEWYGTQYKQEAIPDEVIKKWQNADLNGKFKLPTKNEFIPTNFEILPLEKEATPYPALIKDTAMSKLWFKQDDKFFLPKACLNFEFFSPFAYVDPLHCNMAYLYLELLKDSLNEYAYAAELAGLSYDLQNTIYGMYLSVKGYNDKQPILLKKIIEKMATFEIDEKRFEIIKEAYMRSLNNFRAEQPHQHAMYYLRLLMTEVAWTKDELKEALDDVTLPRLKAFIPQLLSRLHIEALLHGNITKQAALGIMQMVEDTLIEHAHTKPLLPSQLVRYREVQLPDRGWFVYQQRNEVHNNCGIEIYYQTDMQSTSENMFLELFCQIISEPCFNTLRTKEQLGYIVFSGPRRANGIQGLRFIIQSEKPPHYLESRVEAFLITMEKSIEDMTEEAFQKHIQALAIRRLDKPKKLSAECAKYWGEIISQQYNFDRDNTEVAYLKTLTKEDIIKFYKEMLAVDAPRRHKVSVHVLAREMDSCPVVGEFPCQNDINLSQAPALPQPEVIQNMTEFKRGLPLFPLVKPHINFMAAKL
IDE act – boosts human insulin-degrading enzyme activity in HEK cells; FAbeta-B cleavage, fluorescence polarization; 0% vehicle, 100% cell-free pure enzyme wells; AID 493087; activation, % at 5.96 µM; 340,000 compounds, 0.073% hits; P14735;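 active = activation above the mean of all tested compounds plus 3 SD, set per screening campaign, cut at about 17% in these data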
CHRM4 PAM – positive allosteric modulators of human muscarinic M4 receptor. CHO-K1 hM4/Gqi5, Fluo-8 calcium fluorescence, ACh EC20; 0% = ACh EC20, 100% = maximal ACh. activation, % at 3 µM. P08173. 360,000 compounds, 0.4% hits;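 active = activation above its plate's cutoff, the mean activation of sample wells plus 3 SD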; note: some results filed as inactive read as strong as hits
CRFR2-BP antag – blocks CRF-induced signaling of the CRF-BP/CRF-R2 complex. HEK293 CRF-R2/CRF-BP, CRF-induced calcium fluorescence. inhibition, % at 11.8 µM. 350,000 compounds, 0.59% hits;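 active = inhibition of the ligand-induced calcium signal above about 50% at the single tested concentration, limit read from the data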
pCIP destab – compounds decreasing mouse p/CIP protein stability. Q05BA5. F442A p/CIP-EGFP cells, EGFP fluorescence, 16 h. decrease of EGFP signal, % at 10 µM. 290,000 compounds, 0.01% hits;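 active = EGFP signal decrease of at least 30% at 10 µM or well 3 SD below plate mean, unless failing retest; inactive = the rest, including hits failing retest or dose response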; note: some compounds called inactive have numbers as strong as hits; many of its hits are not listed in these tables
PHOSPHO1 inh – inhibitors of human PHOSPHO1 phosphatase | Q8TCT1 | recombinant PHOSPHO1, absorbance phosphatase assay | inhibition, % at 13.3 µM | 290,000 compounds, 1.1% hits | AID 1565; in the data active = inhibition above about 60%
GalR3 antag – human GalR3 antagonism. O60755. HEK293 GalR3-CNG cAMP membrane potential fluorescence; galR3 body fused to GalR1 C-terminus. inhibition, % at 3 µM. 360,000 compounds, 0.44% hits;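 active = inhibition above the screen-wide average plus 3 SD, cut at about 13% in these data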;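 note: forskolin and galanin both at EC90 stimulate the cells; cAMP rise reported by CNG channel membrane potential dye signal; 0% = forskolin plus galanin with DMSO and 100% = forskolin alone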
MEKK3 PB1 HTS – modulators (inhibitors or enhancers) of MEK5 binding to human MEKK3 PB1 domain. Q99759. bead-based flow cytometry, Alexa488-MEK5 binding to MEKK3; actives lie on both sides; 0 = blocked by unlabeled MEK5, 100 = vehicle. binding response (% of control), % at 10 µM. 290,000 compounds, 1.4% hits;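 active = binding response more than 3 SD above or below the average of its plate-row segment, actives on both sides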;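 note: Alexa488 bead fluorescence after subtracting the streptavidin-only scavenger bead signal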
CRFR2-BP ag – CRF-BP/CRF-R2 complex agonism. activation, % at 13.2 µM. AID 588473. 350,000 compounds, 0.46% hits. HEK293 CRF-R2/CRF-BP, calcium dye fluorescence (FLIPR); percent of saturating CRF peptide response;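 active = activation of at least 50%, plus an integration ratio under a set limit after plate pattern correction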;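 note: plate controls were neutral control wells without compound for no effect and CRF at EC100 for full effect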
* marks the source's active call; other numbers are inactive results; x = not tested or not shown; & = joins results of further samples.

SMILES	IDE inh	IDE act	CHRM4 PAM	CRFR2-BP antag	pCIP destab	PHOSPHO1 inh	GalR3 antag	MEKK3 PB1 HTS	CRFR2-BP ag
COc1ccccc1-n1cc(CN2CCCC(CO)(Cc3cccc(Cl)c3)C2)cn1 (stereo unspecified)	0	-2	-20	-20	-12	31	-8	103	-0.6
Cc1nc(N2CCN(Cc3ccccc3)CC2)[nH]c(=O)c1C	12	4	8	14	4	18	-5	88	-1.2
COc1ccc(OC)c(NC(=O)CC(NC(C)=O)c2ccccc2)c1 (stereo unspecified)	7	3	-2	4	14	-5	10	99	-1.7
COc1ccccc1NC(=O)c1ccc(COc2ccccc2OC)cc1	1	3	-10	16	x	x	-2	x	-1.2
COc1cc([N+](=O)[O-])cc(/C=N\NC(=O)C2COc3ccccc3O2)c1O (stereo unspecified)	1	-5	-7	18	1	-4	-1	94	-0.7
COc1ccc(CC(=O)NC(C)(C)CC(C)=O)cc1OC	3	7	-2	-10	1	42	0	98	0.1
CCCN(CC(=O)Nc1ccccc1C)C(=O)C1CC(=O)N(c2ccc(CC)cc2)C1 (stereo unspecified)	0	0	1	18	x	x	-6	x	-0.4
Cc1ccc(C)c(N2CCN(c3ccc([N+](=O)[O-])cn3)CC2)c1	-3	-2	-4	16	-3	42	-12	105	1.8
O=C(NCCC1=CCCCC1)C1CCN(S(=O)(=O)N2CCOCC2)CC1	-3	-3	1	-7	-5	24	-5	103	-1.0
CC(=O)c1cccc(S(=O)(=O)N2CCC(C(=O)OC3CCOC3=O)CC2)c1 (stereo unspecified)	-5	3	-5	4	x	x	-5	x	-1.6
FC(F)(F)c1cccc(-c2ccn3ncnc3n2)c1	2	-2	2	-5	12	36	1	107	2.0
CCOC(=O)C1CCN(C(=O)c2sc3nc(-c4ccc(F)cc4)cn3c2C)CC1	2	3	-8	15	1	7	-2	x	-2.0

In a second layout: three of the compounds above.
| IDE inh | IDE act | CHRM4 PAM | CRFR2-BP antag | pCIP destab | PHOSPHO1 inh | GalR3 antag | MEKK3 PB1 HTS | CRFR2-BP ag | SMILES |
| --- | --- | --- | --- | --- | --- | --- | --- | --- | --- |
| 1 | -5 | -7 | 18 | 1 | -4 | -1 | 94 | -0.7 | COc1cc([N+](=O)[O-])cc(/C=N\NC(=O)C2COc3ccccc3O2)c1O (stereo unspecified) |
| 3 | 7 | -2 | -10 | 1 | 42 | 0 | 98 | 0.1 | COc1ccc(CC(=O)NC(C)(C)CC(C)=O)cc1OC |
| 0 | 0 | 1 | 18 | x | x | -6 | x | -0.4 | CCCN(CC(=O)Nc1ccccc1C)C(=O)C1CC(=O)N(c2ccc(CC)cc2)C1 (stereo unspecified) |

(continued)
SMILES	IDE inh	IDE act	CHRM4 PAM	CRFR2-BP antag	pCIP destab	PHOSPHO1 inh	GalR3 antag	MEKK3 PB1 HTS	CRFR2-BP ag
COc1ccccc1N(C(=O)c1snc(C(N)=O)c1N)C(C(=O)NC1CCCC1)c1ccco1 (stereo unspecified)	2	3	0	-9	2	-3	-2	95	-1.4
CCc1cc2c(=O)c(-c3cscn3)coc2cc1O	-4	0	12	3	30	7	-5	x	-0.1
CCN(CC)S(=O)(=O)c1ccc(C(=O)NC(C)(C)C)cc1	-2	3	5	-1	9	36	-6	99	2.8
O=C(CN1CCN(Cc2ccccc2)CC1)NNC(=O)c1ccc(Cl)cc1	-5	1	7	17	x	x	-2	x	0.8
CN1C(=O)N(c2cccc3ccccc23)C(n2cncn2)C1(C)C (stereo unspecified)	-2	6	6	-10	4	2	-5	105	0.2
Cc1nn2c(NCCCN(C)C)c3c(nc2c1-c1ccccc1)CCCC3	4	7	-16	-5	-7	33	-9	65	-1.1
COc1ccc(NC(=O)c2cnc(SC)nc2)cc1	0	4	4	-1	5	24	-1	102	-0.6
COc1cccc(-c2sc3ccc(OC)cc3c2-c2ccc(OCCN(C)C)cc2)c1	-1	7	6	3	x	x	-7	x	11
O=C(CSc1c[nH]c2ccccc12)NCC1CCCO1 (stereo unspecified)	3	4	1	-56	3	30	x	114	-0.1
CCc1ccc(OCC2c3cc(OC)c(OC)cc3CCN2C(C)=O)cc1 (stereo unspecified)	-1	5	-4	10	-5	42	x	98	-0.5
O=[N+]([O-])c1ccc(NNC(=S)Nc2ccc(F)cc2)cc1	2	-17	-6	4	-2	-38	-8	109	23
CC(=O)Nc1ccc2[nH]c(C)cc(=O)c2c1	-1	-2	6	-2	4	5	-1	94	2.2
CCSCc1nnc(SCC(=O)Nc2nc(C)cs2)n1C	11	x	x	x	0	21	-5	97	x
NC(=O)CC(NC(=O)Cc1ccc(Br)cc1)c1ccc(N2CCN(c3ccc(F)cc3)CC2)c([N+](=O)[O-])c1 (stereo unspecified)	-3	-3	10	5	9	39	-6	96	-0.5
Cc1ccc(-n2ncc3c(=O)n(CC(=O)NC4CCCC4)cnc32)cc1C	1	0	4	-16	4	14	0	103	-0.9
CCN(CC)c1ccc(/C=N/NC(=O)Cc2cccs2)c(O)c1	5	-3	6	-27	-23	-9	1	101	-0.7
O=C(CN1CCN(S(=O)(=O)c2ccccc2)CC1)N1CCc2ccccc21	0	7	6	-5	x	x	-5	x	-3.6
CN(C)S(=O)(=O)c1cccc(N2C(=O)CC3(CCCCC3)CC2=O)c1	0	1	-1	-9	1	-10	2	105	8.1
CC1(C)CC(=O)C2=C(C1)OC(c1ccc(O)cc1)C(C#N)=C2N (stereo unspecified)	2	-5	18	-24	-42	-13	-3	97	7.8
CCOC(=O)C1(Cc2ccccc2)CCN(Cc2cc(=O)c3ccccc3[nH]2)CC1	-1	1	4	-6	-17	41	-6	95	0.0
COc1cc(/C=N/NC(N)=S)ccc1OCC(=O)N1CCOCC1	2	-1	-2	11	-14	21	4	100	-1.2
CC(Oc1ccc(S(=O)(=O)N2CCCC2)cc1[N+](=O)[O-])C(=O)NC1(C#N)CCCCC1 (stereo unspecified)	-1	0	0	-2	x	x	-2	x	0.1
O=C(COC(=O)c1sc2cc(Cl)ccc2c1Cl)Nc1ncc(Cl)cc1Cl	3	x	x	x	-3	21	-7	102	x
COc1cc2c(c(OC)c1OC)C(c1ccccc1C)CC(=O)O2 (stereo unspecified)	x	7	7	14	x	x	-7	x	-4.3
O=C(COC(=O)c1cccnc1Cl)NCc1ccco1	6	-1	12	-6	-25	6	-5	105	-0.7
CN(C)/C=C(/C(=O)c1ccc(Cl)cc1)n1cncn1	1	0	14	19	-4	41	-6	115	4.0
COc1ccc(N2CCN(S(=O)(=O)c3ccc4oc(=O)ccc4c3)CC2)cc1	-1	-2	-5	-9	-2	13	-5	98	0.6
CC(OC(=O)c1ccc(Br)o1)C(=O)Nc1ccc2c(c1)OCCO2 (stereo unspecified)	-3	0	12	-2	x	x	-5	x	14
COc1ccc(C(=O)NCC(=O)Nc2ccccc2)cc1OC	3	0	1	9	-4	-7	-1	102	0.4
O=C(COc1ccc(-c2nnco2)cc1)Nc1ccc(F)c(Cl)c1	7	4	-1	12	x	x	-7	x	-1.7
CCCn1nnnc1SCC(=O)NCc1ccc2c(c1)OCO2	-7	8	0	-4	4	-8	0	106	0.2
CCN(C(=O)c1cc(Cl)ccc1OC)c1ccccc1C	4	-2	-1	24	-8	-21	-1	92	-0.8
CCN(CC)CCNS(=O)(=O)c1ccc(OC)c(Br)c1	2	4	7	-6	6	93*	-5	101	-0.5
Cn1c(SCC(=O)Nc2cccnc2Cl)nnc1-c1ccco1	4	0	9	4	x	x	3	x	0.1
COc1ccc(C(=O)Nc2ccccc2C(=O)NC(Cc2c[nH]c3ccccc23)C(=O)O)cc1 (stereo unspecified)	6	x	-3	-12	-7	-8	5	82	5.5
O=C(NCc1ccc2c(c1)OCO2)c1ccc(Cl)nc1	1	3	-2	1	-7	33	-6	102	-0.9
O=C(COC(=O)c1cc(-c2ccncc2)nc2ccccc12)Nc1ccc2c(c1)OCO2	2	x	x	x	-10	-30	x	97	x
CSCSC1=C(C#N)C(c2ccccc2Cl)C(C(C)=O)=C(C)N1 (stereo unspecified)	-5	1	-8	55*	-2	93*	-6	76	1.5
COc1ccc(Cn2c(=O)[nH]c3cc(C(=O)NCCCN4CCCCC4)ccc3c2=O)cc1	-5	0	-3	-22	-8	11	-7	91	-0.3
O=C1C2CCCN2C(c2cccs2)N1c1ccc(Cl)cc1 (stereo unspecified)	-1	4	2	-22	-14	9	-3	115	-1.7
Cn1c2c(c(=O)n(C)c1=O)C(C(F)(F)F)(C(F)(F)F)N=C(CCC1CCCCC1)N2	-2	0	-26	-13	8	2	9	100	3.1
O=C(c1ccccc1F)N1CCN(c2ccc([N+](=O)[O-])cc2-n2cccc2)CC1	2	-4	-22	-19	-7	-6	-6	104	-2.4
N#Cc1nc(Cc2ccccc2)oc1N1CCN(c2cccc(Cl)c2)CC1	9	-7	14	-2	-4	-9	x	108	5.6
COC(=O)[C@@H]1CCCN1Cc1c(C(=O)N2CCCCC2)nc2c(C)cccn12	2	-2	14	5	-13	32	-1	98	0.5
COc1ccccc1C(CNC(=O)c1ccc(NS(=O)(=O)c2ccc3c(c2)OCCO3)cc1)N(C)C (stereo unspecified)	5	4	-5	-3	x	x	-3	x	0.2
CCC(C)NC(=O)C1CCN(S(=O)(=O)c2ccc(-n3cnnn3)cc2)CC1 (stereo unspecified)	3	2	-6	9	5	32	-8	100	0.7
COc1ccc(N(C)S(=O)(=O)c2cccc(C(=O)OCC(=O)c3c(N)n(C)c(=O)n(C)c3=O)c2)cc1	-1	-1	-16	-11	x	x	-4	x	0.9
O=C(c1ccc(S(=O)(=O)Nc2ccccc2F)cc1)N1CCN(c2ccccn2)CC1	9	-2	-5	-2	x	x	-2	x	-1.0
O=C(O)c1ccc(Cl)c(NC(=S)NC(=O)c2ccccc2[N+](=O)[O-])c1	1	5	2	-2	6	27	3	101	-0.1
CN1CCCC(OC(=O)c2cc(F)c(F)c(F)c2F)C1 (stereo unspecified)	0	4	-9	28	1	33	-6	97	-2.2
Cc1cccc2[nH]c(-c3ccc(NC(=O)c4ccco4)cc3)nc12	14	-11	-3	2	-6	-1	-3	107	-1.7
O=C(COc1ccc(Cl)cc1)N1CCN(Cc2ccc3c(c2)OCO3)CC1	1&2	-1&3	-13&-6	-1&-7	10	42	1&-9	94	-0.3&-1.5
CNC(=S)N(CCc1c(C)[nH]c2ccc(C)cc12)Cc1ccc(OC)c(OC)c1	6	4	1	-5	2	-1	4	106	-0.1
Cc1[nH]c(-c2ccc(F)cc2)cc1C(=O)N1CCN(c2ccccc2F)CC1	x	3	2	-19	-2	13	-6	98	-0.7
O=C(Nc1cccc2ccccc12)N1CC=CCC1	7	1	7	88*	2	1	-3	104	0.3
Cn1cc(C(=O)N2CCN(C(=O)c3ccco3)CC2)c2c3ccccc3n(C)c2c1=O	1	-1	4	-4	-17	-4	-5	91	-0.4
CC(NC(=O)c1ccc(N(C)C)c([N+](=O)[O-])c1)c1ccc(-n2ccnc2)cc1 (stereo unspecified)	19*	-4	-6	-4	-5	42	0	100	-2.4
CCOCCOc1cccc(C(=O)NC(C)c2ccc3ccccc3c2)c1 (stereo unspecified)	0	7	-7	15	20	x	-9	103	-2.0
Cc1ccc(C(=O)N2CCCC(Nc3ccc(F)cc3)C2)cc1C (stereo unspecified)	3	4	2	-4	-2	-2	0	98	-1.9
[O-]/C(=C(\C(=S)Nc1ccc(SC(F)F)cc1)[n+]1ccccc1)c1cc(Cl)ccc1Cl	-7	-2	7	14	-8	12	-8	102	1.9

Only MEKK3 PB1 HTS, CHRM4 PAM and IDE act, for two of the compounds above:
| Molecule | MEKK3 PB1 HTS | CHRM4 PAM | IDE act |
| --- | --- | --- | --- |
| CCOCCOc1cccc(C(=O)NC(C)c2ccc3ccccc3c2)c1 (stereo unspecified) | 103 | -7 | 7 |
| Cc1ccc(C(=O)N2CCCC(Nc3ccc(F)cc3)C2)cc1C (stereo unspecified) | 98 | 2 | 4 |

From PubChem BioAssay
